Assay outcomes from PubChem BioAssay.
SRC3 inh = SRC3 coactivator transcriptional activity inhibitors, primary screen, cell-based, luminescence | Nuclear receptor coactivator 3 (Homo sapiens), Q9Y6Q9 | HEK293 GAL4-SRC3 luciferase reporter | inhibition, % at 3.6 µM | 360,000 tested, 0.17% active | AID 588352, 2011;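 active = inhibition above a per-campaign cutoff, the mean of all compounds plus 3 SD, cut at about 60% in these data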;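 also: 0% = DMSO-treated cells and 100% = gossypol-treated cells at 36 µM; higher means less SRC3-driven luciferase light from the GAL4 reporter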
MC4R barr agon = MC4R agonists recruiting beta-arrestin, primary screen, cell-based, luminescence, agonist arm of biased-ligand search; activation, % at 8.9 µM; 360,000 tested, 0.98% active; AID 540308, 2011; U2OS MC4R beta-arrestin complementation; percent of melanotan II response, DMSO zero; Melanocortin receptor 4 (Homo sapiens), P32245;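 active = activation above a per-plate cutoff, the mean activation of sample wells on that plate plus 3 SD, cut at about 8% in these data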
TLR9-MyD88 block = inhibitors of TLR9-MyD88 association in cells, primary screen, cell-based, CHO, BLA complementation, fluorescence | inhibition, % at 4.98 µM | Toll-like receptor 9 (Homo sapiens) + Myeloid differentiation primary response protein … | 340,000 tested, 0.21% active | CCF4 FRET ratio;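 active = inhibition above the mean over all tested compounds plus 3 SD, cut at about 21% in these data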;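 also: 0% = DMSO only wells and 100% = clavulanate BLA inhibitor control wells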
NOD2-RIPK2 inh = NOD2-RIPK2 binding disruptors in cells, primary screen, fluorescence, CHO cells, BLA complementation | AID 624267, 2012 | Receptor-interacting serine/threonine-protein kinase 2 (Homo sapiens), O43353 | CCF4 ratio | 360,000 tested, 0.38% active | inhibition, % at 4.98 µM; in the data active = inhibition above about 21%;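 also: 0% = vehicle only and 100% = reference blocker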
MC4R antag cAMP = MC4R antagonists of cAMP signaling, primary screen, cell-based, TR-FRET, antagonist arm of biased-ligand search. Melanocortin receptor 4 (Homo sapiens), P32245. MC4R-expressing cells, MTII-stimulated cAMP, LANCE TR-FRET. inhibition, % at 6.5 µM. 360,000 tested, 0.48% active. AID 540295, 2011;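 active = inhibition above its plate's cutoff, the mean of tested wells on that plate plus 3 SD, cut at about 29% in these data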;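 also: 0% = Melanotan II alone and 100% = Melanotan II plus saturating MCL0020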
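Material – human MC4R-expressing U2OS cells · Repeats – no replicates · Detection – TR-FRET with Eu-cAMP and labeled anti-cAMP, 671 nm · Times – compound 30 min, challenge 1 h, detection 1 h · Compound – single nominal compound dose of 6.5 µM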
NCOA1 inh = SRC1 coactivator transcriptional activity inhibitors, primary screen, cell-based, luminescence | HEK293 GAL4-SRC1 luciferase reporter | AID 588354, 2011 | inhibition, % at 3.6 µM | Nuclear receptor coactivator 1 (Homo sapiens), Q15788 | 360,000 tested, 0.12% active;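 active = inhibition above the campaign mean plus 3 SD, with each screening campaign given its own cutoff, cut at about 60% in these data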;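 also: 0% = DMSO treated cells and 100% = gossypol at 36 µM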
SRC2 inh = inhibition of GAL4-SRC2 driven luciferase reporter, primary screen, SRC2 inhibitor project, cell-based, luminescence; HEK293 GAL4-SRC2 luciferase reporter; inhibition, % at 9 µM; 370,000 tested, 0.17% active;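 active = inhibition above the mean inhibition of all tested compounds plus 3 SD, set per campaign, cut at about 52% in these data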;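 also: 0% = DMSO treated cells and 100% = cells given Gossypol at 36 µM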
ABHD5-PLIN5 inh = ABHD5-PLIN5 interaction inhibitors, primary screen, cell lysate, split luciferase complementation, luminescence. Split G. princeps luciferase complementation, 4 h. 360,000 tested, 0.78% active. inhibition, % at 4 µM. AID 602281, 2012;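 active = inhibition above the mean inhibition across every tested compound plus 3 SD, cut at about 22% in these data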;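 also: 0% = DMSO only wells and the 100% control is not disclosed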
Target sequence (Q00G26 whole entry, looked up): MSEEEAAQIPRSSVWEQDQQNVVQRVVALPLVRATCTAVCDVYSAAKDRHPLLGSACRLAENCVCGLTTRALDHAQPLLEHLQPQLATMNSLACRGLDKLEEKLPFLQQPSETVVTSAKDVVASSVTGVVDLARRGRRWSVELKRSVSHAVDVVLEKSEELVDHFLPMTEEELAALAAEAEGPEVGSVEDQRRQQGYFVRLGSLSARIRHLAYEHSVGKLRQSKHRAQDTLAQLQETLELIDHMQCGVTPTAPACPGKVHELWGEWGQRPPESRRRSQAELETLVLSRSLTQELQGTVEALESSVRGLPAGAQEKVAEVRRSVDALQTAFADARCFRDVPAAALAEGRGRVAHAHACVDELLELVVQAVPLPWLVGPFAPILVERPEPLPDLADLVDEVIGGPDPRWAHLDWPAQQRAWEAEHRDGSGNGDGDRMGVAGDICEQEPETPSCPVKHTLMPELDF
Target sequence (Q8WTS1 whole entry, looked up): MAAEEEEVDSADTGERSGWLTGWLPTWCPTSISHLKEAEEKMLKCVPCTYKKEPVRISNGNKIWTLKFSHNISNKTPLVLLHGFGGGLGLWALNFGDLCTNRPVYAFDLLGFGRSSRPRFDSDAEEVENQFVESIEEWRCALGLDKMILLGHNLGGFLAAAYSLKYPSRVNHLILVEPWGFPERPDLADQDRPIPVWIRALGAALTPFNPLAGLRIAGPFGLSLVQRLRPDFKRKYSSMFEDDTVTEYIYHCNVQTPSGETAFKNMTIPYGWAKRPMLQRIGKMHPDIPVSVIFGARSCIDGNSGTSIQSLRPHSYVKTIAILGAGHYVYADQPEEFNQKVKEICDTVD
COUP-TFII inh = NR2F2 transcriptional activity inhibitors, primary screen, cell-based, luciferase reporter, HEK293T, luminescence; 370,000 tested, 0.7% active; AID 686940, 2013; COUP transcription factor 2 (Homo sapiens), P24468; HEK293T NGFI-A luciferase reporter; inhibition, % at 8.6 µM;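 active = inhibition above a per-plate cutoff, mean inhibition of test wells between control levels plus 3 SD, cut at about 38% in these data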;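 also: cells cotransfected with COUP-TFII expression vector driving the NGFI-A reporter; 0% = median of COUP-TF2 test wells and 100% = reporter-only cells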
LMP1 NFkB inh = EBV LMP1-driven NF-kappaB luciferase reporter inhibitors, primary screen, cell-based, luminescence, single point. LMP1-induced NF-kappaB luciferase reporter cells. inhibition, % at 12.5 µM. 350,000 tested, 0.69% active; in the data active = inhibition above about 41%;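 also: 0% = neutral control wells and 100% = reference inhibitor control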
LRH-1 inv ag = LRH-1 (NR5A2) inverse agonists, primary screen, cell-based, luminescence, HEK293T, StAR-luciferase reporter | LRH-1 transfected, 24 h | Nuclear receptor subfamily 5 group A member 2 (Homo sapiens), O00482 | inhibition, % at 3.6 µM | AID 602396, 2012 | 360,000 tested, 0.13% active;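 active = inhibition above the mean inhibition of all tested compounds plus 3 SD, cut at about 73% in these data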;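 also: 0% = DMSO wells and 100% = reporter-only cells lacking LRH-1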
The depositor's hits bear a star. The list is partial; rates above refer to the full screens.

SMILES | SRC3 inh | MC4R barr agon | TLR9-MyD88 block | NOD2-RIPK2 inh | MC4R antag cAMP | NCOA1 inh | SRC2 inh | ABHD5-PLIN5 inh | COUP-TFII inh | LMP1 NFkB inh | LRH-1 inv ag
CC(OC(=O)CCN1C(=O)c2cccc([N+](=O)[O-])c2C1=O)C(=O)Nc1cc(Cl)cc(Cl)c1 (configuration not stated) | -6 | -0.4 | -4 | -14 | 28 | 5 | -15 | 3 | 1 | -9 | -2
CC(=O)CS(=O)(=O)c1ccc(Oc2ccc(S(=O)(=O)CC(C)=O)cc2)cc1 | 15 | -1.7 | 9 | -1 | 0 | 13 | -46 | 3 | 9 | -1 | 18
CCOc1ccc(C(=O)NCC(=O)NNC(=O)C2COc3ccccc3O2)cc1OCC (configuration not stated) | -3 | -0.1 | -11 | 0 | 3 | 10 | -36 | -3 | -23 | 0 | 19
CCOc1cc2[nH]c(=O)n(CCCCC(=O)N3CCCCCC3)c(=O)c2cc1OCC | -7 | 0.5 | -2 | 3 | 2 | -13 | -13 | 1 | 3 | 18 | 4
O=C(NCCO)c1nc(NCCO)c2ccccc2n1 | 3 | -0.3 | 7 | -5 | 1 | 4 | -10 | 2 | -10 | -4 | -8
COc1ccc(-c2cn(CCO)c(-c3ccncc3)n2)cc1 | -5 | -2.5 | 1 | -9 | 7 | -23 | -13 | -9 | -3 | -1 | 1
CCN(CC)c1nc(N)c2c(N)nc3c(c2c1C#N)CC(c1ccccc1)O3 (configuration not stated) | 15 | 1.8 | -7 | -5 | 22 | 0 | -4 | -2 | 6 | -4 | -13
CCN(CC)CC(=O)N1c2ccccc2Sc2ccc(Cl)cc21 | 6 | 0.3 | -4 | 0 | 3 | -1 | 3 | 2 | -18 | 6 | -4
Cc1c(NC(=O)CSc2nnc(C(C)Oc3ccc(Cl)cc3)n2-c2ccccc2)c(=O)n(-c2ccccc2)n1C (configuration not stated) | 13 | -0.5 | 3 | -1 | 0 | -3 | -3 | 8 | 14 | 8 | 12
Cc1ccc(NC(=O)C2CCCN2C(=O)NC2CCCCC2)cc1 (configuration not stated) | 5 | -1.6 | -4 | 5 | 9 | -9 | 7 | 1 | -11 | -6 | 3
Cc1ccc(C)c(S(=O)(=O)N2CCN(CC(=O)NC(C)c3ccccc3)CC2)c1 (configuration not stated) | 11 | -0.6 | -17 | -1 | 3 | 7 | 19 | -15 | 7 | 2 | -4
CC1CCCN(S(=O)(=O)c2cc(C(=O)NCc3ccco3)ccc2Cl)C1 (configuration not stated) | 0 | -2.4 | 8 | -9 | 6 | -9 | -23 | 8 | 19 | 5 | -1
COc1cccc2c1C(=O)CC2NC(=O)C(F)(F)F (configuration not stated) | -10 | 1.8 | -3 | -3 | 0 | 0 | 2 | 6 | -16 | 0 | 16
CN1CCN(CCC(=O)N/N=C/c2cc([N+](=O)[O-])ccc2O)CC1 | 24 | -2.6 | -58 | -4 | -4 | 6 | 22 | -1 | -2 | 6 | -4
O=C(O)CCCC(=O)N1CC(=O)Nc2ccccc21 | -49 | -1.5 | -7 | 6 | 7 | 5 | -11 | 3 | -2 | 1 | 1
COc1ccc(NC(=O)N2CCN(C(=O)C(Cc3ccc(F)cc3)NC(C)=O)CC2)cc1 (configuration not stated) | -8 | 2.6 | -7 | 1 | -8 | -16 | -29 | 2 | 1 | 4 | 6
Cc1cccc(C(=O)Nc2cccc(C(=O)NC3CCCC3)c2)c1 | -6 | 0.2 | -2 | 7 | 0 | -8 | -1 | 3 | 9 | -8 | -1
O=C(CCC(=O)N(CC(=O)NC1CCCCC1)c1ccc2c(c1)OCO2)Nc1ccccn1 | 9 | -0.1 | -6 | -7 | 0 | -13 | -13 | -4 | -3 | -6 | 5
NS(=O)(=O)c1ccc(CNc2ncnc3sccc23)cc1 | 1 | 1.6 | 5 | 2 | 3 | -65 | -3 | 5 | 17 | 7 | 4
CCCC1C(=O)N(c2ccccc2)C1c1ccccc1 (configuration not stated) | 8 | 4.6 | 4 | 11 | 10 | -3 | -10 | 6 | 10 | -5 | 5

Single values from the results shown:
O=C(NCCO)c1nc(NCCO)c2ccccc2n1 in SRC2 inh = -10
CC(=O)CS(=O)(=O)c1ccc(Oc2ccc(S(=O)(=O)CC(C)=O)cc2)cc1 in ABHD5-PLIN5 inh = 3

Reformatted in CSV form: part of the list above.
Compound,SRC3 inh,MC4R barr agon,TLR9-MyD88 block,NOD2-RIPK2 inh,MC4R antag cAMP,NCOA1 inh,SRC2 inh,ABHD5-PLIN5 inh,COUP-TFII inh,LMP1 NFkB inh,LRH-1 inv ag
COc1cccc2c1C(=O)CC2NC(=O)C(F)(F)F (configuration not stated),-10,1.8,-3,-3,0,0,2,6,-16,0,16
CN1CCN(CCC(=O)N/N=C/c2cc([N+](=O)[O-])ccc2O)CC1,24,-2.6,-58,-4,-4,6,22,-1,-2,6,-4
O=C(O)CCCC(=O)N1CC(=O)Nc2ccccc21,-49,-1.5,-7,6,7,5,-11,3,-2,1,1
